Screens from PubChem BioAssay.
TPT1 inhibitor: C. albicans TPT1 enzyme inhibition; recombinant caTPT1, FP RNA substrate dephosphorylation; inhibition, % at 5 µM; actives 0.81% (n = 300,000); AID 1962;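 active = inhibition above the mean of all tested compounds plus 3 SD, set per screening campaign, cut at about 24% in these data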;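 also: plate controls were DMSO alone for no effect and ferristatin control at 100 nM for full effect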
MCL1-BIM inh: disrupts human MCL1 binding to BIM-BH3 peptide | GST-MCL1 / FITC-Bim-BH3 fluorescence polarization | inhibition, % at 10.9 µM | actives 0.68% (n = 320,000);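 active = inhibition above the mean inhibition of all tested compounds plus 3 SD, set per campaign, cut at about 40% in these data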;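 also: 0% = DMSO wells and 100% = unlabeled Bim-BH3 peptide control; higher means more loss of mP so more displacement of Bim peptide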
Target sequence (Q07820 whole entry, looked up): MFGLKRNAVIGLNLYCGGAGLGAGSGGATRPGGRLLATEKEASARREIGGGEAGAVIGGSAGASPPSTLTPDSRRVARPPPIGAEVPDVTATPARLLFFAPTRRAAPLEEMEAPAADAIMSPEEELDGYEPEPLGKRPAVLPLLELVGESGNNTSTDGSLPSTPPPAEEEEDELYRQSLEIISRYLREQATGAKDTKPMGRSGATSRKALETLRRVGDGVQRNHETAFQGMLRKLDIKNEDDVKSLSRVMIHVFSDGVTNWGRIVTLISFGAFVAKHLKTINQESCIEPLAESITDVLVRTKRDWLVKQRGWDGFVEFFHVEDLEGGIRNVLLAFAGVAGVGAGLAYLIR
GSTO1 inh: blocks human GSTO1 in RBBP9 counter-screen; AID 1974; P78417; inhibition, % at 5.96 µM; recombinant GSTO1, activity-based probe fluorescence polarization; actives 1.1% (n = 300,000);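 active = inhibition above the campaign mean inhibition plus 3 SD, cut at about 35% in these data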;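 also: 0% = GSTO1-1 with DMSO and 100% = wells lacking GSTO1-1 enzyme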
PME-1 primary: PME-1 (human) inhibition; Q9Y570; actives 0.53% (n = 320,000); recombinant PME-1, FP-Rh probe fluorescence polarization; inhibition, % at 5.9 µM;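 active = inhibition above the campaign mean of all compounds plus 3 SD, cut at about 26% in these data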;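 also: competitive labeling of PME-1 active site by serine hydrolase directed probe; 0% = PME-1 with DMSO and 100% = wells lacking PME-1 enzyme; inhibitors block probe labeling so polarization falls and inhibition rises; many of its hits are not listed in these tables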
BCLXL inh: blocks human Bcl-xL binding to Bim BH3 peptide; GST-Bcl-xL / FITC-Bim BH3 peptide fluorescence polarization; inhibition, % at 10.9 µM; actives 0.7% (n = 320,000); Q07817;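 active = inhibition above the mean of all tested compounds plus 3 SD, cutoff set per campaign, cut at about 30% in these data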;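 also: 0% = DMSO wells and 100% = unlabeled Bim-BH3 peptide competitor; inhibitors lower millipolarization by displacing the labeled peptide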
Target sequence (Q07817 whole entry, looked up): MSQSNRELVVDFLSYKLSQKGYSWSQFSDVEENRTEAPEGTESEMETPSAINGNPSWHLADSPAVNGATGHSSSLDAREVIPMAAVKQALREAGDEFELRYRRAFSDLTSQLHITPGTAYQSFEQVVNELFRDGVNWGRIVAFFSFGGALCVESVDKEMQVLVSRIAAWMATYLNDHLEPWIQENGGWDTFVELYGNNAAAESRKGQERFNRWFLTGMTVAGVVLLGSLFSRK
GLD-1 TGE inh: GLD-1-TGE RNA interaction inhibition (C. elegans). actives 0.44% (n = 320,000). purified GLD-1 + fluorescein TGE RNA, fluorescence polarization. Q17339. inhibition, % at 5.96 µM. AID 2280;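 active = percent inhibition above a per-plate cutoff, the plate mean of test compounds plus 3 SD, cut at about 30% in these data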;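 also: 0% = DMSO wells with GLD-1 and probe and 100% = wells lacking GLD-1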
Target sequence (Q17339 whole entry, looked up): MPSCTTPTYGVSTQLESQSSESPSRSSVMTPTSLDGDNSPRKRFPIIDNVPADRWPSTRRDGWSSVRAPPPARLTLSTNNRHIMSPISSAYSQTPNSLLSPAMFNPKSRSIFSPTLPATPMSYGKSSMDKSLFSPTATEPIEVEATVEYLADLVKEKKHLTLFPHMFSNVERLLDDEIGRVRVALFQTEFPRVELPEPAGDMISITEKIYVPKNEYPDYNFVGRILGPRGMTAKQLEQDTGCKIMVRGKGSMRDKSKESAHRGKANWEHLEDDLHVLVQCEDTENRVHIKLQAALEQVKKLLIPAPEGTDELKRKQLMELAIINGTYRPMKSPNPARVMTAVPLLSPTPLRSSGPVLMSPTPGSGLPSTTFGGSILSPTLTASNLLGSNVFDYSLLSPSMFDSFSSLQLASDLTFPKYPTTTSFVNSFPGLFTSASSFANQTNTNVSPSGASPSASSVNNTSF
Fam108B counter: counter-screen for RBBP9 inhibitors: inhibitors of mouse Fam108B | actives 0.33% (n = 300,000) | recombinant Fam108B, FP-Rh probe fluorescence polarization | inhibition, % at 9.51 µM;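 active = inhibition above the screen mean inhibition plus 3 SD, computed separately per campaign, cut at about 18% in these data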;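 also: inhibitors lower polarization as less probe binds the enzyme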
MEX-5 binding: C. elegans MEX-5 TCR-2 RNA binding activity | MEX-5/FITC-TCR2 RNA binding, fluorescence polarization; active compounds read low | Q9XUB2 | actives 0.38% (n = 300,000) | activity score (negative = inhibition of binding), % at 10 µM;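 active = inhibition past about -25% in most replicates, and total fluorescence under double the plate's negative control median, limit read from the data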;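 also: 0% = DMSO and -100% = 5 µM competing unlabeled TCR2 RNA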
PAD4 inh: blocks human protein arginine deiminase 4; Q9UM07; recombinant PAD4, RCA probe fluorescence polarization; inhibition, % at 6.36 µM; actives 0.41% (n = 330,000);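 active = percent inhibition above a cutoff equal to the mean of all tested compounds plus 3 SD, cut at about 15% in these data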;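 also: 0% = PAD4 with RCA probe and DMSO and 100% = probe without PAD4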
An asterisk follows results filed as active; nt = not tested or not shown. Some of the compounds tested; count on the stated rates, not on these rows.

Start of the data: the first 14 entries as a preview:
SMILES	TPT1 inhibitor	MCL1-BIM inh	GSTO1 inh	PME-1 primary	BCLXL inh	GLD-1 TGE inh	Fam108B counter	MEX-5 binding	PAD4 inh
O=c1c(Cc2ccc(F)cc2)c(O)ccn1C1CCCCC1	0	-1	1	1	-1	1	3	0.4	3
COC(=O)CC1=Nc2ccccc2NC(=O)C1	0	6	-1	2	4	-3	1	0.3	0
S=C(NCCSCc1c(Cl)cccc1Cl)Nc1ccccc1	0	6	-3	-10	2	1	-8	0.0	-6
CN(C[C@@H](Cc1cccc2ccccc12)N(C[C@H](Cc1ccccc1)N(CCc1ccccc1)N=O)N=O)N=O	-5	1	7	1	4	4	-8	0.1	-3
COC(=O)Cc1ccc(NC(=S)Nc2cccc(C)n2)cc1	-2	-1	8	0	2	6	3	2.4	-4
Cc1nc(SC2CC(=O)N(c3ccc([N+](=O)[O-])cc3)C2=O)nc2c1CCCC2 (configuration not stated)	1	-2	7	-1	1	2	-1	0.5	-5
CC(=O)C1=C(O)C(=O)N(Cc2ccco2)C1c1cccc(F)c1 (configuration not stated)	3	-1	-8	-2	0	3	4	0.0	-1
CC(=O)c1cccc(NC(=O)c2ccc3c(c2)C(=O)N(Cc2cccnc2)C3=O)c1	1	3	-2	2	3	0	-9	-1.8	-11
CCCCNc1nc2c(c(=O)n(C)c(=O)n2C)n1Cc1cccc(OC)c1	-5	6	-4	8	7	4	3	0.1	0
CCOc1cc(C(=O)NCCC(=O)N2CCC3(CC2)NCCc2[nH]cnc23)cc(OCC)c1OCC	-1	8	1	3	-1	-4	4	-2.1	2
O=c1[nH]c2c(Br)cnc([N+](=O)[O-])c2[nH]1	2	4	-2	-6	7	1	2	1.5	1
CCCOc1ccccc1C(=O)N(Cc1cccs1)C1CCS(=O)(=O)C1 (configuration not stated)	3	-5	7	0	2	-1	3	0.6	-6
CC1Cn2c(nnc2-c2ccccc2O)S1 (configuration not stated)	-4	1	0	-9	3	4	-1	-2.9	-1
O=C(c1ccncc1)N1CCN(C2CCC(c3ccccc3)CC2)CC1 (configuration not stated)	2	-8	0	2	0	1	-3	-0.8	-2

All compounds of this part, repeating the preview:
SMILES	TPT1 inhibitor	MCL1-BIM inh	GSTO1 inh	PME-1 primary	BCLXL inh	GLD-1 TGE inh	Fam108B counter	MEX-5 binding	PAD4 inh
O=c1c(Cc2ccc(F)cc2)c(O)ccn1C1CCCCC1	0	-1	1	1	-1	1	3	0.4	3
COC(=O)CC1=Nc2ccccc2NC(=O)C1	0	6	-1	2	4	-3	1	0.3	0
S=C(NCCSCc1c(Cl)cccc1Cl)Nc1ccccc1	0	6	-3	-10	2	1	-8	0.0	-6
CN(C[C@@H](Cc1cccc2ccccc12)N(C[C@H](Cc1ccccc1)N(CCc1ccccc1)N=O)N=O)N=O	-5	1	7	1	4	4	-8	0.1	-3
COC(=O)Cc1ccc(NC(=S)Nc2cccc(C)n2)cc1	-2	-1	8	0	2	6	3	2.4	-4
Cc1nc(SC2CC(=O)N(c3ccc([N+](=O)[O-])cc3)C2=O)nc2c1CCCC2 (configuration not stated)	1	-2	7	-1	1	2	-1	0.5	-5
CC(=O)C1=C(O)C(=O)N(Cc2ccco2)C1c1cccc(F)c1 (configuration not stated)	3	-1	-8	-2	0	3	4	0.0	-1
CC(=O)c1cccc(NC(=O)c2ccc3c(c2)C(=O)N(Cc2cccnc2)C3=O)c1	1	3	-2	2	3	0	-9	-1.8	-11
CCCCNc1nc2c(c(=O)n(C)c(=O)n2C)n1Cc1cccc(OC)c1	-5	6	-4	8	7	4	3	0.1	0
CCOc1cc(C(=O)NCCC(=O)N2CCC3(CC2)NCCc2[nH]cnc23)cc(OCC)c1OCC	-1	8	1	3	-1	-4	4	-2.1	2
O=c1[nH]c2c(Br)cnc([N+](=O)[O-])c2[nH]1	2	4	-2	-6	7	1	2	1.5	1
CCCOc1ccccc1C(=O)N(Cc1cccs1)C1CCS(=O)(=O)C1 (configuration not stated)	3	-5	7	0	2	-1	3	0.6	-6

An excerpt of these results, comma-delimited:
structure,TPT1 inhibitor,MCL1-BIM inh,GSTO1 inh,PME-1 primary,BCLXL inh,GLD-1 TGE inh,Fam108B counter,MEX-5 binding,PAD4 inh
O=c1[nH]c2c(Br)cnc([N+](=O)[O-])c2[nH]1,2,4,-2,-6,7,1,2,1.5,1
CC(=O)C1=C(O)C(=O)N(Cc2ccco2)C1c1cccc(F)c1 (configuration not stated),3,-1,-8,-2,0,3,4,0.0,-1

Carrying on.
SMILES	TPT1 inhibitor	MCL1-BIM inh	GSTO1 inh	PME-1 primary	BCLXL inh	GLD-1 TGE inh	Fam108B counter	MEX-5 binding	PAD4 inh
CC1Cn2c(nnc2-c2ccccc2O)S1 (configuration not stated)	-4	1	0	-9	3	4	-1	-2.9	-1
O=C(c1ccncc1)N1CCN(C2CCC(c3ccccc3)CC2)CC1 (configuration not stated)	2	-8	0	2	0	1	-3	-0.8	-2
COc1n[nH]c(C(=O)Nc2cc(F)ccc2C)c1[N+](=O)[O-]	-1	-1	-1	5	3	-8	4	4.8	-1
CCOC(=O)c1cccnc1SC(CC)C(=O)NCc1ccco1 (configuration not stated)	-2	10	2	1	6	3	-4	-1.0	1
COCCNC(=O)CSc1nc2sc(C)c(C)c2c(=O)n1-c1ccccc1	2	9	-11	2	5	0	-2	-0.3	0
O=C(CSc1ccc(-c2ccccn2)nn1)NCc1ccc(Cl)cc1	-4	4	7	-2	2	6	-4	0.5	4
COC(=O)COc1cccc(NC(=O)C(c2ccccc2)c2ccccc2)c1	-1	5	4	0	2	-1	-1	2.0	2
Cc1cccc(CN2CCN(Cc3cccc4nonc34)CC2CCO)n1 (configuration not stated)	0	-3	8	-5	-7	4	0	1.1	2
CN(C)C(=O)c1ccc(NC(=O)COc2cccc(Oc3ccccc3)c2)cc1	-1	6	1	3	4	7	0	3.3	-1
CCCN(C(=O)COC(=O)COc1c(C)cccc1C)c1c(N)n(Cc2ccccc2)c(=O)[nH]c1=O	-2	-6	2	0	-7	-6	1	-0.4	-6
CN(C(=O)c1ccc(F)cc1)c1ccccc1C(=O)NCc1ccccc1	1	8	1	5	3	5	0	-4.6	-1
CCOc1ccccc1NC=C1C(=O)OC2(CCCCC2)OC1=O	2	1	12	5	2	5	3	-3.2	1
O=C(CSC1=NCCN1)NC1CCCCCC1	0	5	1	-3	9	2	-4	1.9	0
COc1ccccc1C(=O)NC(=O)CSc1cccc[n+]1[O-]	0	-4	-1	-1	-2	5	-3	-2.9	-5
O=c1c2c3c(sc2nc(NCCO)n1-c1ccccc1)CCCC3	-2	11	-6	-6	3	4	0	-0.4	-10
FC(F)(F)c1cccc(NC(=S)NC(c2ccccc2)c2ccccc2)c1	0	7	-10	-74	6	7	-37	0.2	-3
CCC(CO)(CO)N(CC(=O)Nc1ccc(OC)cc1)CC(=O)Nc1ccc(OC)cc1	-2	5	7	-1	6	1	4	-1.7	3
COc1ccc(CN2CCCC(C(=O)c3ccc(SC)cc3)C2)cc1Cn1cccn1 (configuration not stated)	-3	9	6	-2	6	0	1	3.4	-2
Cc1c(C(=O)O)sc2nc3n(c(=O)c12)CCC3	-2	16	9	-5	6	1	3	-4.6	5
COc1ccccc1OCc1ccc(C(=O)N2CCN(C)CC2)o1	1	7	3	-1	3	1	-1	1.8	-2
COc1ccc(F)cc1S(=O)(=O)N1CCCN(S(=O)(=O)c2cc(F)ccc2OC)CC1	0	7	-2	3	-2	2	-3	-1.6	-3
CC(=O)Nc1c(C(=O)N2CCCCCC2)cnn1-c1ccccc1	-7	3	3	-6	3	0	-2	nt	4
CC(=O)Nc1ccc(CN2CCCC(CCC(=O)NCc3ccccc3F)C2)cc1 (configuration not stated)	3	-5	2	-4	-3	5	-3	-0.4	-3
CC(C)c1ccc(C(C(=O)NC2CCCCC2)N(C(=O)c2csnn2)C2CC2)cc1 (configuration not stated)	0	10	8	0	6	-1	-3	0.7	2
COC(=O)[C@@H](NC(=O)NCc1cccs1)C(C)C	2	-1	-2	4	2	-2	5	1.3	-3
Cc1ccccc1-c1nc(CS(=O)(=O)CC(=O)N2CCc3ccccc3C2)c(C)o1	-1	8	-4	4	9	-5	6	0.6	-12
O=C(c1ccc2c(=O)n(C3CCCC3)c(=S)[nH]c2c1)N1CCN(C2CCCCC2)CC1	0	2	4	-3	4	3	-3	-2.5	0
CCS(=O)(=O)CCSc1nc2c(cc1C#N)CCCC2	2	7	1	5	-5	1	0	-0.8	-3
CN(C)CCNC(=O)COc1cccc(Cl)c1	-7	13	-6	0	3	5	6	-1.0	0
Cc1ccc(NC(=O)Cn2nc([N+](=O)[O-])c(Br)c2C)cc1C	0	-4	2	-1	3	3	2	1.3	-4
O=[N+]([O-])c1cccc(-c2nc(-c3ccncc3)no2)c1	-7	7	4	-5	2	8	3	0.0	0
COc1ccccc1N1CCN(S(=O)(=O)c2cc(Br)cnc2N)CC1	-1	7	1	-1	7	7	-3	0.1	-3
Nc1c(-c2ccccc2)c(CN2CCOCC2)nn1-c1ccc(F)cc1	-3	5	0	-4	10	6	11	0.3	-10
O=C(NC1(C(F)(F)F)N=C(c2ccccc2)NC1=O)c1ccccc1 (configuration not stated)	4	-12	-1	-5	-9	4	5	-3.5	7
Cn1ncc2c(N3CCC(Cc4ccccc4)CC3)ncnc21	-5	-1	3	3	-2	-6	-3	-0.5	-5
COc1ccccc1OCCNC(=O)C(c1ccccc1)c1ccccc1	0	-1	-8	9	6	-14	7	2.1	9
CCOC(=O)CC(=O)CSc1nc(N)c(C#N)c(-c2ccc(F)cc2)c1C#N	8	-27	2	3	-13	-22	3	-2.1	-6
COc1cc(O)oc1C=Nc1ccc(C(=O)O)cc1	-2	3	4	0	4	5	1	-0.8	1
CC1Oc2ccccc2N(Cc2ccccc2F)C1=O (configuration not stated)	0	6	-1	1	0	-4	-2	0.3	4
Cc1ccc(NC(=O)c2sc(N)nc2-c2ccc([N+](=O)[O-])cc2)c(C)c1	1	2	-9	1	0	1	-2	1.3	1
COC(=O)c1cc(C(=O)Nc2nnc(C3CC3)s2)cc([N+](=O)[O-])c1	5	-1	-3	-2	-5	-6	-2	0.9	-18
NC(=O)CC(NC(=O)Cc1cccc2ccccc12)c1ccc(NCc2ccccn2)c([N+](=O)[O-])c1 (configuration not stated)	1	12	7	4	5	-2	-1	0.3	0
Cc1nc(CC(=O)NNS(=O)(=O)c2ccc(F)c(Cl)c2)cs1	-1	-1	0	-5	3	-8	-5	0.3	-4
Cc1ccc2[nH]c(=O)c(CN(CC3COCCO3)C(=O)Nc3ccccc3C)cc2c1 (configuration not stated)	-3	10	6	2	3	8	-7	1.6	-1
COc1ccc(NC(=O)Nc2ccc(OCC(=O)N3CCOCC3)cc2)cc1OC	-2	4	3	3	3	0	0	-0.9	-1
COc1ccc(C(=O)OCC(=O)Nc2nc3c(F)c(F)c(F)cc3s2)cc1OC	3	-5	-4	0	-6	-3	-5	1.2	-6
O=C(COc1ccccc1[N+](=O)[O-])Nc1cccc(C(=O)Nc2ccccc2C(=O)O)c1	1	14	-28	-4	13	-1	-5	-1.7	-3
CC(=O)c1sc(NC(=O)CCCOc2ccc(Cl)cc2)nc1C	4	-13	-8	-14	-7	-17	-7	-2.5	-7
Cc1ccc(NC(=S)NC(=O)/C=C/c2ccc(Cl)cc2)cc1	-2	5	-6	-1	-1	0	5	-1.6	-3
CCCN(CCc1ccccc1)C1CCc2c(O)cccc2C1 (configuration not stated)	-1	14	-1	5	8	2	-1	0.0	-3
